TDP1 cell CPT = DT40-hTDP1 cell growth loss with CPT | AID 686979 | chicken DT40 Tdp1-/-;hTDP1 cells + 20 nM CPT, ATP luminescence, 48 h | Potency, µM (top dose mostly 46.2 µM), inactives show top-dose activity change, negative = growth inhibition, hits mostly inhibitors | 420,000 compounds, 12% hits; note: nearly all actives have a fitted effect of over 55% in size
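Cell growth measured by CellTiter-Glo luminescence after a minimum 48 h, 37 C compound exposure with 20 nM CPT in Tdp1-knockout DT40 cells stably expressing hTDP1, seeded 400/well; qHTS titration format.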
GCN5L2 inh = blocks human GCN5L2 histone acetyltransferase; GCN5L2 HAT assay, ThioGlo1 CoA-SH fluorescence; Potency, µM (titrated, usually from 58.9 µM), for inactives: top-dose activity change, negative = inhibition, most hits filed as inhibitors; 390,000 compounds, 0.21% hits; AID 504327
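qHTS, 1536-well. 20nM enzyme, pH 7.5 HEPES/EDTA/Tween-20 buffer; 15 min compound preinc., RT. Start: 75uM H3(1-25), 70uM AcCoA, 50uM ThioGlo1. Read Ex340/Em540 at t=0 (autofluorescence flag) and t=20 min.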
FEN1 inh = inhibitors of human flap endonuclease 1; 390,000 compounds, 0.35% hits; Potency, µM (series often up to 114 µM), for inactives: at the top dose activity change, negative = inhibition, usual class: inhibitors; Recombinant FEN1 flap cleavage, fluorescence, 15 min; note: nearly all actives have a fitted effect of over 65% in size
Target sequence (P39748 whole entry, looked up): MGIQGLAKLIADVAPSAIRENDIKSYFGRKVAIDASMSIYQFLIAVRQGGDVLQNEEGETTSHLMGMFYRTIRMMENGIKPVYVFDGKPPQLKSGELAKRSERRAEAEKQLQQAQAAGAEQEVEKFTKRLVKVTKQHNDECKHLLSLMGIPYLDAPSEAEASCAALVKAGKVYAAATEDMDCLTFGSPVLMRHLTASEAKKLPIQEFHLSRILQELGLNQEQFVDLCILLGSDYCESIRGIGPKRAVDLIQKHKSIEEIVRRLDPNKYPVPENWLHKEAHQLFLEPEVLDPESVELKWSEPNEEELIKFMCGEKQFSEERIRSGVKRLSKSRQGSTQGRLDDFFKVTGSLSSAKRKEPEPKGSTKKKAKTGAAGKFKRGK
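In this screen, 50 nM flap DNA substrate was added to 10 nM FEN1 pretreated with compound for 15 min at room temperature; cleavage was followed with reads at 0 and 15 min, and Hill fitting gave concentration–response parameters.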
Numbers without * were called inactive; ? = inconclusive; . = not tested or not shown; & = joins results of further samples; [ ] = remark or other dose. Calls come from the whole dose curve; as a rule, active = well fitted curve in the direction sought with a large enough effect; inconclusive = small, poorly fitted or top-dose-only effect, or another doubt; inactive = no such curve, though single readings can be large; an effect the other way counts as inactive or inconclusive. % is set by controls: 0 for no effect and ±100 for the full control effect; potency is the fitted concentration of half-maximal effect.

structure,TDP1 cell CPT,GCN5L2 inh,FEN1 inh
COc1cc(C(=O)N2CCN(c3cccc(C)c3C)CC2)ccc1OCC(=O)N1CCOCC1,?,-8%,-4%
CC(C)c1ccc(S(=O)(=O)/N=C2\C=C(NS(=O)(=O)c3ccccc3)C(=O)c3ccccc32)cc1,?,22µM*,?
CCN(Cc1cc(=O)[nH]c2ccccc12)C(=O)c1ccc(C)cc1,-26%,-5%,-18%
Cc1ccc(SCCC(=O)Nc2ccccc2C(=O)NC2CCCCC2)cc1,11%,-4%,1%
NC(=O)Cc1ccc(C(=O)c2ccc(Cl)cc2)s1,2%,-2%,2%
CC(=O)Nc1ccc(Nc2ncnc3c2cnn3-c2ccc(C)cc2C)cc1,?,-8%,-3%
CCOC(=O)c1ccc(NC(=O)CSc2nc3c(c(=O)n2-c2ccccc2OC)SCC3)cc1,?,-1%,3%
CCOc1ccc(-n2c(N)c(C(=O)N3CCN(C)CC3)sc2=S)cc1,-8%,-1%,-3%
COCC(=O)N(C)C[C@H]1N[C@@](C)(C(=O)OC)[C@H]2C(=O)N(C)C(=O)[C@@H]12,4%,0%,13%
COCC(C)n1c(C)cc(C(=O)COC(=O)c2n[nH]c3ccccc23)c1C (stereo not given),?,-3%,-16%
COCC1CCCN(C(=O)c2ccc3oc(C(C)C)nc3c2)C1 (stereo not given),-9%,-8%,4%
Cc1ccnc(NC(=O)c2ccccc2[N+](=O)[O-])c1,-23%,-10%,-6%
O=C(COC(=O)Cc1ccc(Cl)cc1)Nc1c(F)cccc1F,2%,-4%,1%
CCNC(=O)N(CC)C[C@H]1N[C@@](Cc2ccccc2)(C(=O)OC)[C@H]2C(=O)N(Cc3ccccc3)C(=O)[C@@H]12,12%,-5%,13%
COC(=O)c1cc(Br)ccc1N(Cc1cc(OC)cc(OC)c1)S(C)(=O)=O,?,-7%,6%&5%
CCOC(=O)CC1CCCCN1C(=O)CCCn1nnnc1CN1CCOCC1 (stereo not given),12%,-9%,0%
CCOc1ccc(CCNC(=O)COC(=O)/C=C/c2cccc(OC)c2)cc1OCC,-11%,-5%,-6%
C=C1C=C(C)n2ncc(C(=O)Nc3ccc(F)cc3F)c2N1,1%,.,-4%
CC1CCCCN1S(=O)(=O)c1ccc(C(=O)Nc2nnc(-c3ccncc3)o2)cc1 (stereo not given),?,-14%,-8%
COc1cc(CN(C(=O)c2ccccc2F)C2CCS(=O)(=O)C2)cc(OC)c1OC (stereo not given),0%,-4%,-1%
Cc1cc(C)c(-n2c(C)cc(/C=C3/NC(=O)NC3=O)c2C)c(C)c1,?,-11%,-19%
CC(C)(C)OC(=O)N1CCCC(C(=O)Nc2ccc(C(=O)N3CCCCC3)cc2)C1 (stereo not given),?,-2%,17%
COC(=O)c1ccc(C)c(NC(=S)NCc2ccc(Cl)cc2)c1,?,-9%,-7%
COc1ccc(/C(O)=C2/C(=O)C(=O)N(CCCN3CCOCC3)C2c2ccc(C)cc2)cc1 (stereo not given),5%,-10%,3%

Given as labelled records: four of the compounds above.
SMILES: CCN(Cc1cc(=O)[nH]c2ccccc12)C(=O)c1ccc(C)cc1
  TDP1 cell CPT = -26%
  GCN5L2 inh = -5%
  FEN1 inh = -18%

SMILES: Cc1ccc(SCCC(=O)Nc2ccccc2C(=O)NC2CCCCC2)cc1
  TDP1 cell CPT = 11%
  GCN5L2 inh = -4%
  FEN1 inh = 1%

SMILES: NC(=O)Cc1ccc(C(=O)c2ccc(Cl)cc2)s1
  TDP1 cell CPT = 2%
  GCN5L2 inh = -2%
  FEN1 inh = 2%

SMILES: CC(=O)Nc1ccc(Nc2ncnc3c2cnn3-c2ccc(C)cc2C)cc1
  TDP1 cell CPT = ?
  GCN5L2 inh = -8%
  FEN1 inh = -3%

(list continues)
structure,TDP1 cell CPT,GCN5L2 inh,FEN1 inh
CCOc1ccc(NC(=O)CN(C)C(=O)C2CC(=O)N(CCc3ccc(OC)c(OC)c3)C2)cc1OCC (stereo not given),4%,.,-2%
CC(=O)NN1CCc2cc3ccc(C)cc3nc21,-2%,-29%,13%
Cc1ccc(-c2nnn(CC(=O)N(c3ccc(F)cc3)C(C(=O)NC(C)(C)C)c3ccco3)n2)o1 (stereo not given),-3%,0%,2%
Cc1cnc(NC(=O)CN2CCN(c3ccccc3F)CC2)s1,?,-1%,-5%
CCCC(=O)N1CCN(c2ccc(NC(=O)c3cccs3)cc2Cl)CC1,-25%,0%,6%
COc1cccc(CNC(=O)CCNC(=O)c2ccccc2OC)c1,-4%,0%,2%
CN1CCN(Cc2c(O)ccc3cc(-c4ccc(Cl)cc4)c(=O)oc23)CC1,23µM*,?,2%
CC(=O)c1cc2c(cc1NC(=O)CN1CCN(c3ccc(F)cc3)CC1)OCO2,-11%,-2%,1%
Cn1cc(S(=O)(=O)c2ccccc2)c(=O)c2cc(Cl)ccc21,16µM*,3%,-11%
COc1cc(OC)c(NC(=O)COc2ccccc2-c2nnc(-c3ccccc3)o2)cc1Cl,-16%,-2%,1%
COc1ccc(NC(=O)N(C2CCCCC2)C(C)c2ccco2)c(OC)c1 (stereo not given),?,-4%,-24%
CC(=O)/C(N=Nc1ccc(-n2ccc(C(F)(F)F)n2)cc1)=C(\C)O,7%,0%,-1%
O=C(C[n+]1cccc(Br)c1)c1cccc([N+](=O)[O-])c1,-1%,.,-14%
COc1cccc(/C=N/NC(=O)CSc2cccc3cccnc23)c1,?,-5%,-18%
O=C(NC1CCCCCC1)c1c(F)c(F)c(F)c(F)c1F,0%,-2%,-8%
COc1ccc(NC(=O)CC2C(=O)N(c3ccccc3)C(=O)N2Cc2ccco2)cc1 (stereo not given),5%,-2%,-2%
CN(C)CCN(Cc1ccccc1)S(=O)(=O)c1ccc(-c2cc(C(F)(F)F)on2)s1,15µM*,0%,-14%
O=C(OCc1c(Cl)cccc1Cl)c1cccnc1Cl,-7%,-7%,-13%
COc1ccc(C(CNC(=O)c2ccc(NS(=O)(=O)c3cccc([N+](=O)[O-])c3)cc2)N2CCOCC2)cc1 (stereo not given),8%,-3%,-2%
COCCN(C(=O)CSc1nnc2cc(C)c3ccccc3n12)c1c(N)n(Cc2ccccc2)c(=O)[nH]c1=O,?,-6%,-3%
CN(C(=O)COC(=O)c1cccc(S(=O)(=O)N2CCCCC2)c1)C1CCS(=O)(=O)C1 (stereo not given),1%,-5%,0%
CCOC(=O)c1ccc(N2C(=O)C3CCCN3C2=S)cc1 (stereo not given),11%,45%[activator],-6%
O=C1NC(=S)NC1Cc1ccc(O)cc1 (stereo not given),-5%,.,2%
O=C(CNCCO)NC12CC3CC(CC(C3)C1)C2,-2%,-1%,5%
OC(COc1ccc(Cl)cc1)CSc1ccccn1 (stereo not given),-18%,2%,-6%
CC(C)NC(=S)NCc1cccnc1,-2%,34%[activator],-7%
COc1ccccc1/C=C/C(=O)NNC(=O)c1cccs1,-26%,4%,15%
COC(=O)c1cc(OC)c(OC)cc1NCC(=O)Nc1ccc(OC)c(OC)c1,21µM*,-2%,-1%
Cc1ccc(CNS(=O)(=O)c2ccc(F)c(F)c2)n1C,6%,2%,-11%
CCC1(CC)NC(=O)N(Cc2nc3ccccc3s2)C1=O,9%,-4%,-3%
Cc1nn(-c2ccccc2)c(Cl)c1/C=N/Nc1ccc(Cl)c(C(=O)O)c1,-1%,-7%,-4%
Cn1c(NC(=O)/C=C\c2ccccc2)cc(=O)n(C)c1=O,-19%,-3%,-1%
O=S(=O)(/C=C/c1ccccc1)NC1CCCCCCC1,?,-5%,-23%
Cc1ccc(C)c(Cn2nnc3c(=O)[nH]c(C4CCCN(C(=O)C5CCCCC5)C4)nc32)c1 (stereo not given),?,-1%,-22%
CC(=O)NC1C(=O)N=C(SC(C)C(=O)Nc2cccc(Cl)c2)NC1=O (stereo not given),-3%,-2%,12%
COc1ccc(N2C(=O)CC(N3CCN(c4nc5ccccc5s4)CC3)C2=O)cc1 (stereo not given),-5%,2%,-19%
Cc1cc(C(=O)Nc2cccc([N+](=O)[O-])c2)c(C)o1,7%,-6%,2%
CCc1cccc(CC)c1NC(=S)NCCc1c(C)[nH]c2ccccc12,?,-1%,-3%
CC1=C/C(=N\NC(=S)Nc2cccnc2)CC(C)(C)C1,1.3µM*,-8%,-3%
CC(C)(C)c1ccc(C(=O)NCC(=O)OCC(=O)NC(=O)NC2CCCC2)cc1,-22%,-2%,-4%
O=C(NC1CCCC1)C1CCN(S(=O)(=O)N2CCCCC2)CC1,-23%,-8%,45%
O=C(CSCc1ccc(Cl)cc1)Nc1nccs1,-15%,4%,-12%
N/C(=N\OC(=O)c1ccccc1F)c1cccc([N+](=O)[O-])c1,-1%,1%,-7%
Fc1ccc(CSc2ncnc3c2oc2ccccc23)cc1,?,-5%,-4%
Cc1ccc(OCC(=O)Nc2cccnc2Cl)cc1C,-3%,-5%,-8%
Cc1c(C=C2C(=O)c3ccccc3C2=O)cc(C#N)n1C,22%,0%,-10%
CCOC(=O)Cn1c(=O)n(-c2ccc(Cl)cc2)c2nc(-c3ccc(Cl)cc3)nc(C(N)=O)c21,.,13%,-8%
CC[C@]12c3[nH]c4cc(-c5ccco5)ccc4c3CCN1C(=O)[C@@H](CC(=O)NCCCOC)C[C@@H]2C(=O)N1CCN(C(=O)C2CC2)CC1,?,-1%,13%
COC(=O)c1ccc(OC(=O)CCN2c3ccccc3Sc3ccccc32)cc1,5%,-12%,9%
Cc1ccc(N2CC(C(=O)OCC(=O)c3ccc[nH]3)CC2=O)cc1 (stereo not given),23%,2%,1%
COc1cc(C2c3c(-c4ccccc4O)n[nH]c3C(=O)N2CCO)ccc1OCC(C)C (stereo not given),?,-5%,5%
CSCCC1C(=O)OC2(C)CC(C)(C)NC(=S)N12 (stereo not given),-1%,-1%,-4%
O=CNC(n1cnc2c(N3CCOCC3)ncnc21)C(Cl)(Cl)Cl (stereo not given),-11%,16%,1%
CC(=O)c1c(OCC(=O)N(C)C2CCCCC2)ccc2c(C)cc(=O)oc12,-19%,0%,0%
CCOC(=O)C1CCN(C(=O)c2ccccc2NC(=O)c2nsc3ccccc23)CC1,?,-10%,-11%
C[C@@]12C(=O)N(CCc3c[nH]c4ccccc34)CC(=O)N1[C@H]1c3ccccc3OC[C@@H]1[C@@H]2c1ccccc1,?,-6%,-17%

(listing goes on)
structure,TDP1 cell CPT,GCN5L2 inh,FEN1 inh
CCCCCOC(=O)CSc1nc2sc3c(c2c(=O)n1Cc1ccccc1)CC(C)(C)OC3,-2%,0%,-18%
COc1ccc(S(=O)(=O)CCC(=O)Nc2c(C)cccc2C)cc1,3%,-5%,-8%
COc1cc(NC(=O)CC(C)S(=O)(=O)c2cc3c4c(c2)CCN4C(=O)CC3)cc(OC)c1 (stereo not given),-18%,-2%,-2%
O=C(Nc1ccc(OCC(=O)N2CCOCC2)cc1)c1cc(F)c(F)cc1Cl,-7%,-4%,-3%
Cc1ccc(/C(O)=C2\C(=O)C(=O)N(CCc3c[nH]c4ccccc34)C2c2cccnc2)cc1 (stereo not given),-1%,-19%,3%
COc1cccc(CNC(=O)Cn2c(=O)oc3cc(S(=O)(=O)N4CCC(C)CC4)ccc32)c1,7.3µM*,-11%,-17%
CC(C)C(c1nnnn1C1CCCC1)N1c2ccccc2CC1C (stereo not given),21µM*,-2%,-12%
COc1ccc(C(=O)NC(=S)Nc2cccc(NC(=O)c3ccco3)c2)cc1[N+](=O)[O-],?,19%,2%
CC(C)(C)c1ccc(C(=O)Nc2ccc(C(=O)NCc3cccnc3)cc2)cc1,2.6µM*,-14%,-15%
Cc1cc(C)c(NC(=O)Nc2ccc3c(c2)OCO3)c(C)c1,12µM*,23%,19%

Compound profiles (already shown).
CC(C)C(c1nnnn1C1CCCC1)N1c2ccccc2CC1C (stereo not given) as listed: TDP1 cell CPT = 21µM*; GCN5L2 inh = -2%; FEN1 inh = -12%
COc1ccc(C(=O)NC(=S)Nc2cccc(NC(=O)c3ccco3)c2)cc1[N+](=O)[O-] as listed: TDP1 cell CPT = ?; GCN5L2 inh = 19%; FEN1 inh = 2%

From PubChem

The list is partial; count on the stated rates, not on these rows.
